# Screens deposited in PubChem by National Center for Advancing Translational Sciences (NCATS).
# POLK inh: qHTS for Inhibitors of Polymerase Kappa; AID 588579, 2011; DNA polymerase kappa (Homo sapiens), Q9UBT6; Potency, µM (highest dose often 107 µM), without a hit: at the highest dose activity, negative = inhibition, most hits filed as inhibitors; 0.53% of 400,000 active; purified Pol kappa, fluorescent DNA synthesis assay, 10 min; also: potency is read from the fitted curve at half-maximal effect; % is scaled to controls: 0 for no effect and ±100 for the full control effect
#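 Activity was followed as the change in fluorescence between reads at 0 and 10 min after starting the reaction with 50 nM substrate. Beforehand, 10 nM polymerase had been preincubated with compound for 15 min at room temperature.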
# TRHR ag: qHTS for Small Molecule Agonists and Allosteric Enhancers of Human TRH Receptor: Primary Screen for Agonists; Thyrotropin-releasing hormone receptor (Homo sapiens), P34981; TRHR cells, calcium flux fluo-8, FDSS agonist mode; activation, % at 2 µM; 0.18% of 360,000 active; AID 493084, 2011; in the data active = activation above about 30%; also: 0% is about no effect
# Target sequence (P34981 whole entry, looked up): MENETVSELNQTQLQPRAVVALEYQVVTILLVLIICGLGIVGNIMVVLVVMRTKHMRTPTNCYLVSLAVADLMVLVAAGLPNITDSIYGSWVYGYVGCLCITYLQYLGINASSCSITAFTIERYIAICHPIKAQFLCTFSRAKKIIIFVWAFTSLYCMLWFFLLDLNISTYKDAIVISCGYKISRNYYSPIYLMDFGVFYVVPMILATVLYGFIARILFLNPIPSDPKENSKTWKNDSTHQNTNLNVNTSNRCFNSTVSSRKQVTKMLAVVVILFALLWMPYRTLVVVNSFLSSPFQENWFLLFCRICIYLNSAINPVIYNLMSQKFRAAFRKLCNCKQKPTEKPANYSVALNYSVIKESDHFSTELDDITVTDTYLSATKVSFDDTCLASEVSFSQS
#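 Agonist-mode FDSS calcium read (Ex 480/Em 530, 1 s cycles) in 1536-well TRHR cells with fluo-8 dye, after 10-cycle baseline and 23 nL compound addition; TRH at EC20 (10 nM final) added afterwards for the enhancer phase.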
# Pol beta inh: qHTS Assay for Inhibitors of DNA Polymerase Beta. Pol beta primer extension/strand displacement, fluorescence kinetic. Potency, µM (highest dose often 114 µM), for the others: top-dose activity change, negative = inhibition, actives largely listed as inhibitors. 1.3% of 340,000 active; also: potency is read from the fitted curve at half-maximal effect; % is scaled to controls: 0 for no effect and ±100 for the full control effect
#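 Pol beta (10 nM) was preincubated with compound for 15 min at room temperature. The reaction was then started with 50 nM substrate and read immediately and after a further 10 min at room temperature.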
# BLM inh: qHTS Assay for Inhibitors of Bloom's syndrome helicase (BLM). RecQ-like DNA helicase BLM (Homo sapiens), P54132. recombinant BLM DNA unwinding, fluorescence dequenching. Potency, µM (top dose mostly 56.1 µM), inactives show at the highest dose activity change, negative = inhibition, actives largely listed as inhibitors. 0.2% of 350,000 active. AID 2528, 2010;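 also: potency is read from the fitted curve at half-maximal effect; plate controls were vehicle for no effect and no enzyme for full effect; nearly all actives have a fitted effect of over 35% in size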
# APEX1 inh: qHTS Assay for Inhibitors of the Human Apurinic/apyrimidinic Endonuclease 1 (APE1); DNA repair nuclease/redox regulator APEX1 (Homo sapiens), P27695; recombinant APE1, TAMRA/BHQ-2 abasic DNA cleavage fluorescence; Potency, µM (doses to about 65.8 µM), for inactives: at the top dose activity change, negative = inhibition, actives largely listed as inhibitors; 0.35% of 350,000 active; AID 2517, 2012;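 also: potency is read from the fitted curve at half-maximal effect; plate controls were vehicle for no effect and reference inhibitor for full effect; nearly all actives have a fitted effect of over 55% in size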
#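 Incision of a quenched TAMRA/BHQ-2 THF abasic-site duplex (50 nM) by 0.75 nM APE1, after 15 min compound preincubation, measured as fluorescence increase over three 60 s reads. Values normalized to buffer, DMSO and NSC13755 control wells.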
# Pol iota inh: qHTS for Inhibitors of Polymerase Iota; DNA polymerase iota (Homo sapiens), Q9UNA4; Pol iota fluorescent replication assay, 10 min; 1% of 390,000 active; AID 588590, 2011; Potency, µM (titrated, usually from 115 µM), inactives show top-dose activity, negative = inhibition, most hits filed as inhibitors; also: potency is read from the fitted curve at half-maximal effect
#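 Fluorescent replication assay read twice, at 0 min and 10 min after adding 50 nM (final) substrate. Enzyme (10 nM) and compounds were first incubated 15 min at room temperature; enzyme-free buffer wells were negative controls.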
# ALOX12 inh: Primary qHTS assay for inhibitors of human arachidonate 12S-lipoxygenase (ALOX12): Round 2. Polyunsaturated fatty acid lipoxygenase ALOX12 (Homo sapiens), P18054. purified 12hLO, xylenol orange hydroperoxide absorbance. Potency, µM (top dose mostly 108 µM), inactives show top-dose activity change, negative = inhibition, usual class: inhibitors. 1.1% of 580,000 active; also: potency is read from the fitted curve at half-maximal effect; % is scaled to controls: 0 for no effect and ±100 for the full control effect
#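 Hydroperoxide product was detected by ferrous iron/xylenol orange as the 573 to 405 nm absorbance ratio. Arachidonic acid at 40 uM (final) was turned over for 30 min at room temperature by 150 nM human 12hLO, pH 7.0 Hepes buffer, after 15 min compound preincubation.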
# Anesthetic bind: qHTS Assay for Identification of Novel General Anesthetics; 0.074% of 350,000 active; Potency, µM (top dose mostly 77.5 µM), for the others: at the top dose activity change, negative = displacement, most hits filed as inhibitors; Ferritin light chain (Equus caballus), P02791; apoferritin/1-aminoanthracene competitive binding, fluorescence; also: potency is read from the fitted curve at half-maximal effect; % is scaled to controls: 0 for no effect and ±100 for the full control effect; nearly all actives have a fitted effect of over 20% in size
#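 Horse-spleen apoferritin (10 uM) was mixed with 50% saturated 1-aminoanthracene in PBS, exposed to compounds for 10 min at room temperature, and read for fluorescence (ex 380 nm, em 535 nm). Competitive displacement was fitted with a four-parameter Hill equation.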
# ERG-DNA inh: qHTS for Small Molecule Inhibitors of the ERG Ets/DNA interaction | fluorescence polarization, His-ERG Ets domain / labelled DNA | AID 624246, 2012 | Transcriptional regulator ERG (Homo sapiens), P11308 | Potency, µM (titrated, usually from 76.9 µM), without a hit: at the top dose FP activity, negative = inhibition, most hits filed as inhibitors | 0.028% of 370,000 active; active = well fitted inhibition curve with a large enough effect in the polarisation, with a control signal flat; inconclusive = small, poorly fitted or top-dose-only effect, or effect the other way, or a change in a side signal; inactive = no such curve, though single readings can be large or run the other way; the % refers to the polarisation;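 also: polarization taken with two DNA probes labelled with fluorescein and Texas red; potency is read from the fitted curve at half-maximal effect; % of control where 0% means no effect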
# Target sequence (P11308 whole entry, looked up, the tested form may be a part): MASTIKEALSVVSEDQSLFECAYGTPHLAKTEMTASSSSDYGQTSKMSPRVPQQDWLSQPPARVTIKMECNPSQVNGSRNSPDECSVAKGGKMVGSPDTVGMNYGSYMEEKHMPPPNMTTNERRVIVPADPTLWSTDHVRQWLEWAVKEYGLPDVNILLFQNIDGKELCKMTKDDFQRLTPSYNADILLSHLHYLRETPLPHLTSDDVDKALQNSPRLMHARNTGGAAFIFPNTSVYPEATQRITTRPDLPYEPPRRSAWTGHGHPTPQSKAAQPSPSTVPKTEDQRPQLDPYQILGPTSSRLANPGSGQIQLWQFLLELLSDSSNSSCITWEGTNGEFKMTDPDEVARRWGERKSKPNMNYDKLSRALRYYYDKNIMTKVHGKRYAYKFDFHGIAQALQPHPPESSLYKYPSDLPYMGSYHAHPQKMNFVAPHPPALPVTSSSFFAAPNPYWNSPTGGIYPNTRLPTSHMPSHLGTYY
#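 His-tagged ERG Ets domain (1 uM in the protein solution; 300mM KCl, 50mM Tris-HCl, 1mM EDTA, 1mM DTT, pH 7.5) received compound, then a probe mix of 5 nM fluorescein-DNA and 100nM Texas-615-DNA. Fluorescence polarization was read for both dyes.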
# Active calls of the source: *; u = inconclusive; x = not tested or not shown; [ ] = another dose, or the depositor's remark. Unless noted, calls follow the shape of the dose curve; as a rule, active = well fitted curve in the direction sought with a large enough effect; inconclusive = small, poorly fitted or top-dose-only effect, or another doubt; inactive = no such curve, though single readings can be large; an effect the other way counts as inactive or inconclusive. An excerpt; rates above refer to the full screens.
[1] O=C(CSc1nnc(NC(=O)C2CCCCC2)s1)NCc1ccco1
[2] O[C@@H](Cc1ccncc1)C(Cl)(Cl)Cl
[3] Brc1ccc2[nH]cc(/C=N/N3CCCCC3)c2c1
[4] COC1CC(OC2CCC3(C)C(CCC4C3CCC3(C)C(C5=CC(=O)OC5)C(OC(C)=O)CC43O)C2)OC(C)C1OC1OC(COC2OC(CO)C(O)C(O)C2O)C(O)C(O)C1O (stereo unspecified)
[5] COc1ccc(C(CNC(=O)Cc2ccc(Cl)c(Cl)c2)N2CCCCC2)cc1 (stereo unspecified)
[6] CCC(C(=O)Nc1ccc(Cl)cc1)N1CCCC1=O (stereo unspecified)
[7] O=C(CSc1nnc(NC(=O)c2ccccc2[N+](=O)[O-])s1)NCc1ccco1
[8] COC(=O)C1=C(c2ccc(F)cc2OCc2ccccc2)C[C@@H]2CC[C@H]1N2C(=O)NCCCc1ccccc1
[9] Cn1cc(C(=O)OCC(=O)Nc2ccccc2Cl)c2ccccc21
[10] Cc1cccc(NC(=O)c2cccc(NS(=O)(=O)c3ccc(Cl)cc3)c2)c1

compound no.	1	2	3	4	5	6	7	8	9	10
APEX1 inh	18%	u	0%	-2%	16%	x	-7%	12%	13%	4%
ERG-DNA inh	-2%	x	-4%	x	2%	-2%	4%	4%	4%	-2%
TRHR ag	-0.6	x	0.5	-0.3	3.0	x	0.0	1.0	0.3	-0.5
Pol iota inh	41%[activator]	x	17%	x	15%	10%	u	19%	u	-9%
ALOX12 inh	1%	0%	u	x	u	93%[activator]	-6%	5%	-5%	x
BLM inh	-6%	1%	-8%	1%	0%	x	-8%	x	x	-16%
Pol beta inh	6%	x	1%	0%	6%	x	-10%	x	x	-13%
Anesthetic bind	-5%	x	u	0%	-14%	x	-2%	x	x	u
POLK inh	-4%	-4%[19.4 µM]	-10%	x	-4%	-9%	-25%	u	-16%	-15%

[11] O=C1NC(=O)N(c2cccc(Br)c2)C(=O)/C1=C/c1ccsc1
[12] C=Cc1ccc(Cn2c(C(=O)O)c(C=O)c3ccccc32)cc1
[13] N#Cc1cc2c(nc1SCC(=O)Nc1cc(Cl)cc(Cl)c1)C1CCN2CC1
[14] CCN(CC)CCN1Cc2ccccc2C1=N
[15] CN1CCN(c2c(N)c(=O)oc3ccccc23)CC1
[16] CCC(C)N1Cc2ccccc2C1=N (stereo unspecified)
[17] COC(=O)C1=C(c2ccc(F)cc2OCc2ccccc2)C[C@@H]2CC[C@H]1N2C(=O)NCc1ccc(C(F)(F)F)cc1
[18] COC(=O)C1=C(c2cccc(OCc3ccccc3)c2)C[C@@H]2CC[C@H]1N2C(=O)NCc1ccc(OC)c(OC)c1
[19] O=C1CN(O)C(c2ccccc2)=c2cc(Br)ccc2=N1
[20] CCN1CCN(C(=O)Cc2ccc(C)cc2)CC1

compound no.	11	12	13	14	15	16	17	18	19	20
APEX1 inh	35%[activator]	0%	-2%	3%	8%	-2%	-7%	12%	34%	32%
ERG-DNA inh	21%	9%	-9%	-4%	x	x	-5%	-11%	2%	-11%
TRHR ag	1.4	-0.3	0.0	0.3	-0.4	-0.2	x	-0.4	0.1	-1.2
Pol iota inh	u	24%	-2%	40%[activator]	1%	20%	1%	2%	26%	u
ALOX12 inh	45µM*	u	18%	2%	11%	3%	11%	-4%	-29%	37%
BLM inh	-3%	-2%	-4%	-1%	3%	2%	x	x	-1%	-7%
Pol beta inh	-23%	14%	8%	-1%	0%	18%	x	x	17%	-7%
Anesthetic bind	-11%	-10%	-4%	4%	-7%	-9%	x	x	-7%	-5%
POLK inh	-26%	-9%	1%	-24%	-2%	-10%	-2%	10%	2%	-7%

[21] O=C1CN(O)C(c2ccccc2Cl)=c2cc(Br)ccc2=N1
[22] CCOP(=O)(OCC)C(NC(=O)CC(C)C)C(Cl)(Cl)Cl (stereo unspecified)
[23] O=C(NCc1ccc(C(=O)N2CCC3(CC2)OCCO3)cc1)c1cccc(Br)c1
[24] CC(=NCCCn1ccnc1)c1c(O)n(-c2ccccc2)c(=O)[nH]c1=O
[25] C#C[C@]1(O)CCC2C3C(=O)C=C4C=CCC[C@]4(C)C3CC[C@@]21C (stereo partly specified)
[26] CCC1CN1P(=O)(Oc1ccc(Cl)cc1)N1CC1CC (stereo unspecified)
[27] CCOC(=O)c1cc(-c2ccccc2)n(CCCC(=O)Nc2ccc(C)c(C)c2)c1C
[28] C=C[C@]12CN(C)[C@H]3C1[C@@]1(C(=O)Nc4ccccc41)[C@H]1C[C@H]2[C@H]3CO1

compound no.	21	22	23	24	25	26	27	28
APEX1 inh	24%	-5%	-7%	4%	x	x	x	1%[21 µM]
ERG-DNA inh	5%	9%	-5%	7%	-3%	9%	2%	x
TRHR ag	0.8	0.2	0.4	0.5	x	x	0.6	x
Pol iota inh	-19%	118%[activator]	4%	-15%[58.9 µM]	-3%	73%[activator]	u	x
ALOX12 inh	-2%	-19%	9%	u	-8%	1%	-9%	x
BLM inh	-7%	-3%	-1%	1%	x	x	-10%	1%[21.4 µM]
Pol beta inh	4%	12%	5%	29%	x	x	u	x
Anesthetic bind	2%	-4%	-15%	-12%	x	x	43%[activator]	-2%[29.3 µM]
POLK inh	-12%	-2%	-7%	3%	0%	-6%	-4%[60.1 µM]	-1%[12 µM]

# 11 entries out of the list, ordered by formula weight, rising.
[16] CCC(C)N1Cc2ccccc2C1=N (stereo unspecified)
[20] CCN1CCN(C(=O)Cc2ccc(C)cc2)CC1
[28] C=C[C@]12CN(C)[C@H]3C1[C@@]1(C(=O)Nc4ccccc41)[C@H]1C[C@H]2[C@H]3CO1
[19] O=C1CN(O)C(c2ccccc2)=c2cc(Br)ccc2=N1
[24] CC(=NCCCn1ccnc1)c1c(O)n(-c2ccccc2)c(=O)[nH]c1=O
[21] O=C1CN(O)C(c2ccccc2Cl)=c2cc(Br)ccc2=N1
[22] CCOP(=O)(OCC)C(NC(=O)CC(C)C)C(Cl)(Cl)Cl (stereo unspecified)
[27] CCOC(=O)c1cc(-c2ccccc2)n(CCCC(=O)Nc2ccc(C)c(C)c2)c1C
[23] O=C(NCc1ccc(C(=O)N2CCC3(CC2)OCCO3)cc1)c1cccc(Br)c1
[18] COC(=O)C1=C(c2cccc(OCc3ccccc3)c2)C[C@@H]2CC[C@H]1N2C(=O)NCc1ccc(OC)c(OC)c1
[17] COC(=O)C1=C(c2ccc(F)cc2OCc2ccccc2)C[C@@H]2CC[C@H]1N2C(=O)NCc1ccc(C(F)(F)F)cc1

compound no.	16	20	28	19	24	21	22	27	23	18	17
APEX1 inh	-2%	32%	1%[21 µM]	34%	4%	24%	-5%	x	-7%	12%	-7%
ERG-DNA inh	x	-11%	x	2%	7%	5%	9%	2%	-5%	-11%	-5%
TRHR ag	-0.2	-1.2	x	0.1	0.5	0.8	0.2	0.6	0.4	-0.4	x
Pol iota inh	20%	u	x	26%	-15%[58.9 µM]	-19%	118%[activator]	u	4%	2%	1%
ALOX12 inh	3%	37%	x	-29%	u	-2%	-19%	-9%	9%	-4%	11%
BLM inh	2%	-7%	1%[21.4 µM]	-1%	1%	-7%	-3%	-10%	-1%	x	x
Pol beta inh	18%	-7%	x	17%	29%	4%	12%	u	5%	x	x
Anesthetic bind	-9%	-5%	-2%[29.3 µM]	-7%	-12%	2%	-4%	43%[activator]	-15%	x	x
POLK inh	-10%	-7%	-1%[12 µM]	2%	3%	-12%	-2%	-4%[60.1 µM]	-7%	10%	-2%
